inhibitors of VEEV: inhibitors of VEEV TC-83 cytopathic effect, confirmation, Vero cells (AID 588727); Vero cells, VEEV TC-83 cytopathic effect inhibition; higher % means a stronger effect; inhibition, % at 20 µM; hits with a dose series show IC50 in µM; 350,000 compounds, 0.13% hits; in the data active = a potency from the dose series; inconclusive = inhibition mostly from about 14% at the one dose, without a potency; inactive = the rest, 99 in 100 with inhibition below about 12%; note: strong numbers were not always called active
M. tuberculosis: growth inhibition of non-replicating M. tuberculosis (AID 488890); Mycobacterium tuberculosis non-replicating, growth inhibition; higher % means a stronger effect; 320,000 compounds, 0.39% hits; inhibition, % at 25 µM; hits with a dose series show IC50 in µM; in the data active = a potency from the dose series; inconclusive = inhibition mostly from about 82% at the one dose, without a potency; inactive = the rest, 99 in 100 with inhibition below about 76%;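 note: plate controls were DMSO cells for no effect and high antibiotic wells for full effect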
influenza NS1A: H1N1 influenza NS1A inhibitors, functional cell based assay (AID 504329) | 340,000 compounds, 0.3% hits | NS1A functional cell-based assay, percent inhibition; higher % means a stronger effect | inhibition, % at 12.5 µM, or IC50 in µM where a hit was titrated; in the data active = a potency from the dose series; inconclusive = inhibition above about 27% without an active follow-up result; note: strong numbers were not always called active
Salmonella PhoP GFP: Inhibition of PhoP regulon, Salmonella typhi GFP reporter cells, confirmation, 4 h (AID 1850); Salmonella Typhi PhoP-promoter GFP reporter, fluorescence, 4 h; higher % means a stronger effect; inhibition, % at 50 µM; hits with a dose series show IC50 in µM; 310,000 compounds, 0.33% hits; in the data active = a potency from the dose series; inconclusive = inhibition mostly from about 25% at the one dose, without a potency; inactive = the rest, 99 in 100 with inhibition below about 19%;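 note: 0% = induced wells with vehicle and 100% = uninduced wells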
H37Rv inhibition: M. tuberculosis growth inhibition, HTS (AID 449762) | 330,000 compounds, 0.59% hits | M. tuberculosis H37Rv growth inhibition, 7H9 media; higher % means a stronger effect | one-dose inhibition, % at 25 µM; IC50 in µM for titrated hits; in the data active = a potency from the dose series; inconclusive = inhibition above about 70% without an active follow-up result;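 note: bacterial growth assessed after seven days of incubation; strong numbers were not always called active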
inhibitors of VEEV 10K pilot screen: recorded beside inhibitors of VEEV, whose call it bears; inhibition, %; measured here: 10K pilot screen inhibition
Numbers without * were called inactive; i = inactive; ? = inconclusive; / = no result given; & = joins results of further samples.

The opening 6 entries, to show the layout:
SMILES	inhibitors of VEEV	M. tuberculosis	influenza NS1A	Salmonella PhoP GFP	H37Rv inhibition	others
CC(C)c1ccc(OCC(O)CN2CCN(c3ccccc3)CC2)cc1 (stereo not given)	1.1%	50%	-9%&7%	-6%	4%
Nc1c(-c2cccc(Cl)c2)cnc2c(-c3ccccc3)cnn12	2.1%	-4%	-2%	-10%	-5%
CCOc1[nH]n(-c2ccc(Cl)cc2)c(=O)c1C=NCC(=O)OC	1.1%	39%	8%	-9%	6%
CC(NC(=O)COC(=O)c1cc(S(=O)(=O)N2CCOCC2)ccc1F)c1ccccc1 (stereo not given)	0.3%	-6%	-17%	/	-3%
O=C(/C=C/c1ccccc1)c1ccc2c3c(cccc13)CC2	12%	67%	12%	0%	26%
CCN(CC)S(=O)(=O)c1cccc(C(=O)N[C@@H](C)c2nc3ccccc3[nH]2)c1	/	14%	/	8%	-5%

Results (from the top)
SMILES	inhibitors of VEEV	M. tuberculosis	influenza NS1A	Salmonella PhoP GFP	H37Rv inhibition	others
CC(C)c1ccc(OCC(O)CN2CCN(c3ccccc3)CC2)cc1 (stereo not given)	1.1%	50%	-9%&7%	-6%	4%
Nc1c(-c2cccc(Cl)c2)cnc2c(-c3ccccc3)cnn12	2.1%	-4%	-2%	-10%	-5%
CCOc1[nH]n(-c2ccc(Cl)cc2)c(=O)c1C=NCC(=O)OC	1.1%	39%	8%	-9%	6%
CC(NC(=O)COC(=O)c1cc(S(=O)(=O)N2CCOCC2)ccc1F)c1ccccc1 (stereo not given)	0.3%	-6%	-17%	/	-3%
O=C(/C=C/c1ccccc1)c1ccc2c3c(cccc13)CC2	12%	67%	12%	0%	26%
CCN(CC)S(=O)(=O)c1cccc(C(=O)N[C@@H](C)c2nc3ccccc3[nH]2)c1	/	14%	/	8%	-5%
CCOc1ccc(C2N(c3ccc(OC)cc3)C(=O)C3CCCN32)cc1OC (stereo not given)	1.1%	-3%	4%	1%	2%
COCCCNC(=O)c1ccccc1C(F)(F)F	1.1%	1%	-4%	0%	1%
CC(C)(C)C(=O)/C=C/Nc1ccccc1O	1.5%	4.7µM*	-2%	3%	?
O=C(c1ccc(N2CCN(C(=O)c3ccccc3)CC2)cc1)c1cccc(F)c1	2.9%	43%	1%	5%	14%
COC(=O)C(CC(C)C)NC(=O)/C=C/c1ccccc1Cl (stereo not given)	i	?	1%	2%	?
O=C(CCNC(=O)c1ccc(Br)cc1)NNC(=O)c1ccccc1	0.9%	-2%	-17%	/	7%
CC1(C)CC(/C=C/c2ccccc2)=Nc2ccccc2N1	i	61%	5%	1%	6%
Cc1ccc(NC(=O)C(C)c2cccc(C(=O)c3ccccc3)c2)cc1 (stereo not given)	i	22%	11%	-2%	4%
CCCCNS(=O)(=O)CCNCCc1ccccc1	i	/	-7%	/	/
COC(=O)c1cc(=O)nc2sc3cc(OC)ccc3n12	1.7%	-10%	3%	-3%	2%
Cc1cc(C)n2c(SCC(O)=C(C#N)c3nc4ccccc4[nH]3)nnc2n1	1.9%	/	0%	/	/
COc1ccc(NC(=O)Cn2nnc(C(=O)NCc3cccs3)c2N)cc1Cl	1.0%	1%	-17%	5%	6%
COc1ccc(N2C(=O)S[C@@H]3CS(=O)(=O)C[C@@H]32)cc1	0.6%	20%	-5%	-5%	-7%
O=C(CCN1C(=O)c2ccccc2S1(=O)=O)Nc1ccc(C(=O)O)cc1	2.0%	-5%	-8%	-8%	-5%	inhibitors of VEEV 10K pilot screen=0.3
CC1CC(C)CN(C(=O)C2CCN(S(=O)(=O)c3c(Cl)cccc3Cl)CC2)C1 (stereo not given)	6.8%	6%	-8%	-3%	-2%
CCc1cccc(N=c2c([N+](=O)[O-])nn(-c3ccc(Cl)cc3)n2O)c1	6.4%	?	6%	2%	?
Cc1cc(C)c(NC(=O)COC(=O)c2nc3nccc(C)n3n2)c(Cl)c1	0.9%	3%	-13%	/	-4%
CC(/C=C/c1cccc([N+](=O)[O-])c1)=N\NC(=O)c1ccncc1	0.4%	1.2µM*	-4%	-8%	?
CC1SCC(=O)N(CC(=O)NC2CCCCC2)C1=O (stereo not given)	i	15%	7%	-2%	0%
O=C(NCc1ccccc1)C(=O)NCC1OCCN1C(=O)c1cccs1 (stereo not given)	1.1%	2%	-5%	-24%	-4%
CCOc1ccc2oc(C(=O)Nc3ccc4c(c3)OCO4)c(C)c2c1	1.4%	26%	1%	-4%	?
CCOC(=O)c1cc(-c2cccnc2)nn1-c1ccccc1	0.6%	-12%	-5%	3%	5%
Nc1c(C(=O)Nc2ccc3c(c2)OCCO3)nnn1Cc1cccc(Cl)c1	5.2%	-1%	-6%	10%	18%
CCOc1ccc(C(CC(=O)O)NC(=O)Cc2ccc(Cl)cc2)cc1 (stereo not given)	i	-4%	-6%	-7%	-9%
NC(=O)c1ccccc1NC(=O)c1cccc(C(=O)Nc2ccccc2C(N)=O)n1	9.1%	11%	/	4%	-3%
CC12CC3CC(C)(C1)CC(CN)(C3)C2	0.6%	-2%	-5%	-8%	-2%
COCCCN(CC(=O)O)S(=O)(=O)c1ccccc1	1.6%	4%	-5%	-22%	9%
O=c1cccc2n1CC1CC2CN(c2nc(N3CCCCC3)nc(N3CCCCC3)n2)C1 (stereo not given)	1.6%	32%	-7%	-15%	10%
COc1ccccc1N1CCN(Cc2cn[nH]c2-c2ccc(F)cc2)CC1	i	-12%	9%	11%	-8%
O=C(N/N=C/c1c[nH]c2ccccc12)c1ccc([N+](=O)[O-])cc1Cl	0.6%	4%	1%	11%	-2%
COC(=O)c1cc(/C=C/c2ccccc2)on1	i	2.2µM*	5%	-10%	17µM*
CN(C)CCCN=c1cc(-c2ccccc2)oc2ccc(Cl)cc12	8.5%	/	16%	/	/
CN1CCN(c2ccc(Cl)cc2NC(=O)/C=C/c2cccc(F)c2)CC1	0.2%	78%	-3%	-17%	50%
CC1Oc2ccccc2N(CC(=O)NC2CCCC2)C1=O (stereo not given)	0.2%	-3%	-2%	-10%	2%
CC(C)C[C@H]1CNC(=O)C(=O)N1CC1CCN(CCC(C)(C)C)CC1	2.6%	/	13%	/	/
COC(=O)[C@@H]1C[C@@H]2CC[C@@H](O)C[C@@H]2N1Cc1ccc(C(F)(F)F)cc1	1.9%	10%	2%	-8%	-11%
Cn1c(=O)cc(OCCCC(=O)N2CCC3(CC2)OCCO3)c2ccccc21	7.0%	-20%	-1%	5%	-6%
N=c1n(CCO)c2ccccc2n1CCOc1ccc(Cl)cc1Cl	i	-6%	12%	/	63%
O=c1c2ccccc2[nH]c2ccc(O)cc12	2.9%	31%	9%	6%	-1%
Cc1ccccc1OCCCC(=O)Nc1ccc(Br)cc1	i	42%	-2%	0%	-11%
CC1(NC(=O)Cc2ccc(Cl)c(Cl)c2)CCS(=O)(=O)C1 (stereo not given)	3.2%	-5%	-4%	/	-1%
CCOc1cc(N2CCOCC2)c(OCC)cc1NC(=O)c1ccc(S(=O)(=O)N(C)C)cc1	1.7%	-10%	7%	17%	1%
COc1ccc(N(CC(=O)NCc2ccccc2OC)S(=O)(=O)c2ccccc2)cc1	3.8%	8%	-14%	-3%	-13%
O=c1[nH]cnc2c1nc(NCc1ccccc1)n2C1O[C@@H](CO)[C@H](O)[C@@H]1O (stereo not given in full)	0.4%	-24%	-2%	-7%	-7%
O=C(Nc1ccccc1Br)c1cccc2ccccc12	2.6%	-1%	/	3%	49%
Cc1ccc(N=Cc2c(O)n(-c3ccc4c(c3)OCO4)c(=O)c3ccccc23)cc1	0.3%	-5%	-4%	-3%	50%
COc1ccc(S(=O)(=O)NCC2CCCN(C(=O)CNC(C)=O)C2)cc1 (stereo not given)	i	-1%	1%	-5%	0%
C[C@H](CCC(=O)NCC(=O)O)[C@H]1CC[C@H]2[C@@H]3[C@H](O)C[C@@H]4C[C@H](O)CC[C@]4(C)[C@H]3C[C@H](O)[C@]12C	2.2%&1.9%&1.4%	0%&4%&2%	3%&2%&3%	14%&-18%&-10%	-10%&-7%&5%
O=C(Nc1ccccn1)c1ccc(S(=O)(=O)N2CCCCCC2)cc1	3.0%	61%	11%	-8%	15%
Cc1ccc(S(=O)(=O)N2CCN(CC(O)CN3CCOCC3)CC2)cc1 (stereo not given)	0.2%	-17%	10%	/	-6%
O=C(N/N=C/c1cccs1)C(=O)Nc1cccc(Cl)c1	0.6%	2%	4%	-6%	?
COc1ccc(OC)c(NC(=O)COC(=O)Cn2nnc(-c3ccccc3)n2)c1	1.6%	20%	-2%	/	8%
CC(CC(F)(F)F)N1CCC(n2nccc2NC(=O)CCCc2ccccc2)CC1 (stereo not given)	3.7%	-4%	-11%	-10%	-5%
O=C(COc1ccccc1)N1CCN(Cc2c[nH]c3ccccc23)CC1	0.8%	8%	-2%	-3%	-6%
The list goes on:
SMILES	inhibitors of VEEV	M. tuberculosis	influenza NS1A	Salmonella PhoP GFP	H37Rv inhibition	others
CCOC(=O)C(NCCc1ccc(F)cc1)(NC(=O)CC)C(F)(F)F (stereo not given)	3.2%	16%	3%	-8%	0%
Cc1nc2ccc(C(=O)Nc3ccccc3Cl)cc2s1	2.6%	13%	4%	-3%	3%
COc1cccc(NC(=O)CN(C)CC(=O)Nc2cccc(C(F)(F)F)c2)c1	i	50%	-5%	4%	9%
CCn1cc(CNCc2ccc(OCC(O)CN(C)Cc3ccccc3)cc2)cn1 (stereo not given)	0.1%	-4%	8%	16%	-7%
Cn1nc(C(=O)Nc2cccc(S(=O)(=O)N3CCCCC3)c2)c2ccccc2c1=O	5.7%	/	0%	/	/
CCn1c(SCC(=O)Nc2oc(-c3ccccc3)c(-c3ccccc3)c2C#N)nnc1-c1cc(OC)cc(OC)c1	i	-12%	5%	-1%	6%
O=C(CC1OC(=O)c2ccccc21)NCC1COc2ccccc2O1 (stereo not given)	4.4%	12%	-4%	-2%	-14%
O=c1n(-c2ccccc2)c(=O)n2n1CCC2	1.9%	-15%	4%	7%	-11%
CC(=O)N1N=C(c2cccc(Br)c2)OC12CCCC2	0.5%	4%	7%	-1%	-3%
CC(=O)Nc1sc2c(c1C(=O)N1CCOCC1)CCCCC2	0.9%	2%	-7%	-7%	-8%
O=C(O)CCC(=O)c1ccc2c(c1)OCCO2	0.3%	-5%	-2%	-4%	-6%
COCCCNC(=O)c1ccc(N2CCCC2)c(NS(=O)(=O)c2ccc(C)cc2)c1	2.8%	-3%	4%	0%	4%
CCN(C(=O)COC(=O)/C=C/c1ccc(OC(F)F)c(OC)c1)C1CCS(=O)(=O)C1 (stereo not given)	1.9%	11%	-4%	/	-2%
CC(=O)N(C)c1ccc(N=Cc2c(O)ccc3ccccc23)cc1	0.7%	34%	-3%	6%	6%
Cc1ccc(CC(NC(=O)c2ccccc2)C(=O)NCC(=O)O)cc1 (stereo not given)	i	/	-5%	4%	/

2 consecutive entries already listed, quoted:
SMILES	inhibitors of VEEV	M. tuberculosis	influenza NS1A	Salmonella PhoP GFP	H37Rv inhibition	others
CC(=O)N(C)c1ccc(N=Cc2c(O)ccc3ccccc23)cc1	0.7%	34%	-3%	6%	6%
Cc1ccc(CC(NC(=O)c2ccccc2)C(=O)NCC(=O)O)cc1 (stereo not given)	i	/	-5%	4%	/

The list goes on.
SMILES	inhibitors of VEEV	M. tuberculosis	influenza NS1A	Salmonella PhoP GFP	H37Rv inhibition	others
COC(=O)C1=C(C)N(CC2CCCO2)C(=O)C1 (stereo not given)	2.7%	3%	1%	-1%	-2%
C=CCNc1cnn(-c2ccc(C)cc2)c(=O)c1Sc1ccc(C)cc1	i	21%	-8%	-28%	2%
Cc1sc2ncnc(N3CCC(C(=O)Nc4cc(C(F)(F)F)ccc4OCC(F)(F)F)CC3)c2c1C	7.3%	/	-6%	/	/
Cc1ccc(C)c(S(=O)(=O)N2CCCC2CNC(=O)C(=O)NCCc2ccccc2)c1 (stereo not given)	9.2%	27%	-6%	-1%	3%
CCC(=O)NS(=O)(=O)c1ccc(N=NN2CCCCC2)cc1	0.6%	-18%	-9%	-3%	2%
CC(=O)c1cc(C)c(OCc2cn(CC(=O)c3ccc(O)cc3)nn2)c(C)c1	i	/	-8%	/	/
O=C(c1cc2c(s1)-c1ccccc1OC2)N1CCN(c2ccccc2)CC1	i	/	-28%	-2%	-13%
COc1ccccc1C(=O)Nc1cc(C)c(OCC(=O)N2CCOCC2)c(C)c1	5.7%	-1%	-7%	-11%	-5%
COc1cccc(/C=C2\CC(C)Cc3c2nc2ccccc2c3C(=O)O)c1OC (stereo not given)	1.5%	21%	1%	5%	-5%
COc1ccc(NC(=O)C(NC(=O)OC(C)(C)C)C(C)OCc2ccccc2)cc1 (stereo not given)	i	3%	-1%	2%	0%
Cc1cccc(OCC(=O)N2CCN(Cc3ccc4c(c3)OCO4)CC2)c1	0.8%	-1%	6%	5%	-3%

Assay outcomes from PubChem BioAssay.
